# High-throughput results: PubChem BioAssay, several laboratories
# PLAP inhibitors HTS – inhibition of human placental alkaline phosphatase – biochemical, luminescence, HTS (AID 690) | purified PLAP, luminescent substrate; higher % means a stronger effect | inhibition, % at 20 µM; hits with a dose series show IC50 in µM | 96,000 compounds, 0.08% hits; in the data active = a potency from the dose series; inactive = the rest, 99 in 100 with inhibition below about 30%; also: strong numbers were not always called active
# Bcl-B displacement – displacers of TR3 peptide from Bcl-B, primary screen, selectivity assay for Bfl-1 inhibitor project, biochemical, fluorescence polarization | FP displacement of FITC-TR3 peptide from Bcl-B; higher % means a stronger effect | displacement, % at 20 µM; hits with a dose series show IC50 in µM | 96,000 compounds, 0.11% hits;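 active = displacement above 50% at 20 µM plus a fluorescence interference ratio under 1.5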;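 also: plate controls were wells without compound for no effect and wells lacking Bcl-B protein for full effect; a part of the inactive calls stands beside numbers as strong as those of hits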
# IL1B NFkB pot – enhances IL-1B driven NFkB nuclear translocation. HUVEC IL-1B NFkB p65 nuclear translocation imaging. activation, % at 2 µM. 94,000 compounds, 0.3% hits. AID 819;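 active = activation above 40%, about the mean plus 3 SD, also judged a hit on visual image review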;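 also: percent activation is computed from the nuclear over cytoplasmic p65 intensity ratio; values of inactives mirror those of a sister screen read the other way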
# MRP reversal – reverses drug resistance mediated by MRP | AID 602 | differential viability (reversal), % at 10 µM | 85,000 compounds, 0.04% hits | H69AR cells + 2 uM doxorubicin, CellTiter-Glo, 72 h;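 active = viability drop by adding the cancer drug above about 55%, with treated viability meeting a 40% cutoff, limit read from the data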;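 also: viability without doxorubicin minus viability with 2 µM doxorubicin for each compound; larger differential means the compound sensitizes cells more to doxorubicin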
# IL1B NFkB inh – blocks IL-1B driven NFkB nuclear translocation in HUVEC cells | inhibition, % at 2 µM | 94,000 compounds, 0.43% hits | HUVEC IL-1B NFkB p65 nuclear translocation imaging;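 active = inhibition above about 30% together with a positive call from visual inspection of the well image, limit read from the data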;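 also: nuclear over cytoplasmic p65 intensity ratio measured by imaging; 0% = IL-1B stimulated DMSO wells and 100% = unstimulated DMSO wells; values of inactives mirror those of a sister screen read the other way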
# MRP reversal cytotoxicity – further read-out of MRP reversal, marked with its call; viability, %; H69AR cells, CellTiter-Glo, 72 h; measured here: cytotoxicity without doxorubicin
# MRP reversal with doxorubicin – also measured in MRP reversal; calls as there; viability, %; measured here: viability with 2 uM doxorubicin; hits give low values
# IL1B NFkB inh cell count 2 µM – also measured in IL1B NFkB inh; calls as there; cell count; measured here: cells passing quality filter;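 raw number of nuclei counted in each imaged well without normalization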
# IL1B NFkB pot cell count 2 µM – further read-out of IL1B NFkB pot, marked with its call; cell count; measured here: cells passing quality filter
# * hit, by the source's call; / = no result given. The list is partial; the hit share may differ from the screen's.
# Short keys: A = PLAP inhibitors HTS; B = Bcl-B displacement; C = IL1B NFkB pot; D = IL1B NFkB pot cell count 2 µM; E = MRP reversal; F = MRP reversal cytotoxicity; G = MRP reversal with doxorubicin; H = IL1B NFkB inh; I = IL1B NFkB inh cell count 2 µM
> Cc1ccc(-c2nnc3sc(-c4ccc5c(c4)OCCO5)nn23)cc1
  A: / | B: / | C: 17 | D: 131 | E: -8 | F: 77 | G: 85 | H: -17 | I: 131

> Cn1c2ccc(Cl)cc2c2nc3ccccc3nc21
  A: 9% | B: 43% | C: / | D: / | E: -9 | F: 60 | G: 69 | H: / | I: /

> C=CCCC(=O)Nc1nc(C)c(-c2csc(Nc3ccccc3OC)n2)s1
  A: 6% | B: -23% | C: 4 | D: 184 | E: / | F: / | G: / | H: -4 | I: 184

> Nc1ccc(C23CC4CC(CC(CO)(C4)C2)C3)cc1
  A: -10% | B: 7% | C: -2 | D: 163 | E: -12 | F: 87 | G: 99 | H: 2 | I: 163

> C=CCNC(=S)N/N=C/c1ccc(OCc2ccccc2Cl)cc1
  A: 12% | B: -11% | C: 3 | D: 150 | E: / | F: / | G: / | H: -3 | I: 150

> CSc1nc2ncc3c(n2n1)CC1c2ccccc2CCN1C3=O (stereo not drawn)
  A: -35% | B: 5% | C: -5 | D: 147 | E: / | F: / | G: / | H: 5 | I: 147

> O=C(CNC(=S)N(Cc1ccc(F)cc1)C1CCCCC1)NC1CC1
  A: -38% | B: 3% | C: / | D: / | E: -9 | F: 87 | G: 97 | H: / | I: /

> CCOC(=O)C1CCN(S(=O)(=O)c2ccc(C(=O)OC)cc2)CC1
  A: -2% | B: -8% | C: 6 | D: 83 | E: -26 | F: 108 | G: 134 | H: -6 | I: 83

> Cc1cc(C)cc(C(=O)N2CC(=O)Nc3ccccc32)c1
  A: -3% | B: 3% | C: -12 | D: 59 | E: -21 | F: 35 | G: 56 | H: 12 | I: 59

> CN(C)CCNc1nc2c(c(=O)[nH]c(=O)n2C)n1CC(O)COc1ccc(Cl)cc1 (stereo not drawn)
  A: -20% | B: -6% | C: 10 | D: 102 | E: 12 | F: 101 | G: 89 | H: -10 | I: 102

> CCc1cc2c(=O)[nH]c(N3CCOCC3)nc2s1
  A: / | B: / | C: -15 | D: 112 | E: -5 | F: 90 | G: 94 | H: 16 | I: 112

> O=C(Nc1nccc(-c2cccs2)n1)c1ccccc1Cl
  A: 5% | B: -4% | C: -2 | D: 118 | E: / | F: / | G: / | H: 2 | I: 118

> Nc1cc(-c2ccc(Br)cc2)nn1S(=O)(=O)c1cccc2nsnc12
  A: -8% | B: -5% | C: 2 | D: 164 | E: / | F: / | G: / | H: -2 | I: 164

> Cc1c(C)n(C)c2ccc(C(=O)NCc3cccs3)cc12
  A: 13% | B: -1% | C: / | D: / | E: 25 | F: 99 | G: 74 | H: / | I: /

> CC(C)(CNC(=O)c1cc2ccccc2o1)N1CCOCC1
  A: 1% | B: -5% | C: 2 | D: 144 | E: 1 | F: 89 | G: 87 | H: -2 | I: 144

# A different layout for part of the listing above:
mol | PLAP inhibitors HTS | Bcl-B displacement | IL1B NFkB pot | IL1B NFkB pot cell count 2 µM | MRP reversal | MRP reversal cytotoxicity | MRP reversal with doxorubicin | IL1B NFkB inh | IL1B NFkB inh cell count 2 µM
C=CCNC(=S)N/N=C/c1ccc(OCc2ccccc2Cl)cc1 | 12% | -11% | 3 | 150 | / | / | / | -3 | 150
CSc1nc2ncc3c(n2n1)CC1c2ccccc2CCN1C3=O (stereo not drawn) | -35% | 5% | -5 | 147 | / | / | / | 5 | 147
O=C(CNC(=S)N(Cc1ccc(F)cc1)C1CCCCC1)NC1CC1 | -38% | 3% | / | / | -9 | 87 | 97 | / | /
CCOC(=O)C1CCN(S(=O)(=O)c2ccc(C(=O)OC)cc2)CC1 | -2% | -8% | 6 | 83 | -26 | 108 | 134 | -6 | 83
Cc1cc(C)cc(C(=O)N2CC(=O)Nc3ccccc32)c1 | -3% | 3% | -12 | 59 | -21 | 35 | 56 | 12 | 59
CN(C)CCNc1nc2c(c(=O)[nH]c(=O)n2C)n1CC(O)COc1ccc(Cl)cc1 (stereo not drawn) | -20% | -6% | 10 | 102 | 12 | 101 | 89 | -10 | 102
CCc1cc2c(=O)[nH]c(N3CCOCC3)nc2s1 | / | / | -15 | 112 | -5 | 90 | 94 | 16 | 112
O=C(Nc1nccc(-c2cccs2)n1)c1ccccc1Cl | 5% | -4% | -2 | 118 | / | / | / | 2 | 118
Nc1cc(-c2ccc(Br)cc2)nn1S(=O)(=O)c1cccc2nsnc12 | -8% | -5% | 2 | 164 | / | / | / | -2 | 164
Cc1c(C)n(C)c2ccc(C(=O)NCc3cccs3)cc12 | 13% | -1% | / | / | 25 | 99 | 74 | / | /

# Continued.
# Values run as follows: PLAP inhibitors HTS, Bcl-B displacement, IL1B NFkB pot, IL1B NFkB pot cell count 2 µM, MRP reversal, MRP reversal cytotoxicity, MRP reversal with doxorubicin, IL1B NFkB inh, IL1B NFkB inh cell count 2 µM
> COCCN1Cc2cccc(C(=O)Nc3ccc4c(c3)OCCO4)c2C1=O
 : 7%, -5%, 39, 175, -8, 64, 72, -38, 175
> Cc1cccc(NC(=O)CSc2nc3ccc(N4C(=O)c5ccccc5C4=O)cc3s2)c1C
 : 1%, 0%, 6, 124, /, /, /, -6, 124
> COCC(=O)N(CCc1ccc(OC)c(OC)c1)Cc1nc2ccccc2c(=O)[nH]1
 : -32%, -2%, 23, 76, /, /, /, -23, 76
> Nc1nnc2c(n1)CCCC2
 : 9%, -1%, -6, 123, 12, 94, 83, 6, 123
> CCc1ccc(OCC(=O)NC(=S)Nc2cccc(CO)c2)c(Br)c1
 : 8%, 10%, -13, 162, /, /, /, 13, 162
> CCN(CC)C(C(=O)Nc1ccc(C(C)C)cc1)c1ccc2c(c1)OCO2 (stereo not drawn)
 : -33%, -7%, -14, 158, 7, 72, 65, 14, 158
